Screening results as filed in PubChem.
Polio RdRp inh = poliovirus RNA polymerase inhibition | 150,000 compounds, 0.66% hits | P03300 | poliovirus polymerase elongation, fluorescence polarization; hits give low values | % elongation, % (compound at 16.7 µg/mL) | AID 588519; in the data active means % elongation below about 90%; further: some results filed as inactive read as strong as hits
Target sequence (P03300 1749-2209 limits assumed): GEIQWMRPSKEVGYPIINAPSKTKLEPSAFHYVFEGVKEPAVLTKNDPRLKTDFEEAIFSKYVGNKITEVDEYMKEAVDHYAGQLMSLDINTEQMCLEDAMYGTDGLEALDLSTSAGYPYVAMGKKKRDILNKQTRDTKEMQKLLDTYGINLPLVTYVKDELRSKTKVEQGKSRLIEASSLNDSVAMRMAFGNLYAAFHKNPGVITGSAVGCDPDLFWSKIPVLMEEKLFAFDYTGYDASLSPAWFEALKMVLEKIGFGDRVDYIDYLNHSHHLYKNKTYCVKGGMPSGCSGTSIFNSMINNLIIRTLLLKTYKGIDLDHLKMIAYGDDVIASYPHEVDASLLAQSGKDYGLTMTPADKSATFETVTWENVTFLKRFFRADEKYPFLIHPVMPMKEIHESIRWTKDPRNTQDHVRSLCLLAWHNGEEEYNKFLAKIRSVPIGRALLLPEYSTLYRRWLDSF
Polio RdRp inh FP z-score = further read-out of Polio RdRp inh, marked with its call; z-score; measured here: FP z-score; hits read low
Numbers without * were called inactive. The list is partial, so the mix of outcomes need not match the whole.

Results follow in this order: Polio RdRp inh	Polio RdRp inh FP z-score
> CN1C(=O)C(O)(CC(=O)c2cccnc2)c2ccccc21 (stereo not given)
 : 101.0	0.1
> O=C(CN1C(=O)c2cccnc2Oc2ccccc21)NCCc1ccccc1
 : 102.0	0.1
> O=C(NCc1ccccc1Cl)c1cnc(N2CCOCC2)c2ccccc12
 : 108.0	0.2
> CC(C)[C@H](NC(=O)c1ccco1)C(=O)Nc1ccc(OC(F)F)cc1
 : 97.0	-0.3
> COc1cccc(NC(=O)c2ccc3nsnc3c2)c1
 : 101.0	0.1
> Cc1c(C(=O)CC#N)c2ccccn2c1CCC#N
 : 100.0	-0.2
> Cc1cccc(C)c1Nc1scc(C)[n+]1C
 : 103.0	-0.1
> CS(=O)(=O)c1ccc(NC(=O)c2ccc3c(c2)OCO3)cc1
 : 111.0	0.2
> CC12CC3(C)CC(C)(C1)CC(C(=O)NCCc1ccc(S(N)(=O)=O)cc1)(C2)C3
 : 101.0	-0.2
> O=C(Nc1ccc(C(=O)O)c(O)c1)c1cccs1
 : 101.0	-0.3
> Cc1csc(SCC(=O)NC(=O)C2CCCCC2)n1
 : 103.0	0
> COC(=O)NC(c1ccccc1)c1ccccc1
 : 106.0	1
> FC(F)(F)c1ccccc1/C=N/n1cn[nH]c1=S
 : 103.0	0.2
> CCOc1ccc(NC(=O)c2sc(C)c(CC(=O)Nc3ccc(Cl)cc3)c2O)cc1
 : 103.0	0.3
> COc1ccc(Cl)cc1NC(=O)CN(C)c1nnnn1-c1ccccc1
 : 105.0	0.6
> Cc1onc(-c2ccccc2)c1CNS(=O)(=O)c1ccccc1
 : 102.0	0
> Cc1ccc(-c2nc(C)sc2CC(=O)O)cc1
 : 102.0	0.2
> Cn1c(SCCCn2c(=O)[nH]c3ccccc32)nnc1C1COc2ccccc2O1 (stereo not given)
 : 108.0	0.6
> Cc1ccc(S(=O)(=O)N2CCN(C(=O)c3ccccc3)C2c2ccccc2)cc1 (stereo not given)
 : 101.0	-0.2
> CCC(C(=O)N1CCN(c2cc(C)ccc2C)CC1)n1nc(C)n2c(cc3occc32)c1=O (stereo not given)
 : 107.0	0.2
> Cc1cc(C)cc(OCCSc2nc3ccc(NC(=O)c4ccc5c(c4)OCO5)cc3s2)c1
 : 105.0	-0.4
> Cc1ccc(-c2nn3c(=O)cc(CN4CCN(C(=O)Nc5cccc(C(F)(F)F)c5)CC4)nc3s2)cc1
 : 111.0	0.9
> Cc1nnc(C)n1/N=C/c1ccc(N(C)CCO)cc1
 : 101.0	0
> Cc1ccc2[nH]c3c(c2c1)CCc1cn[nH]c1-3
 : 101.0	0
> Cc1ccccc1-n1cnnc1SCc1nnc(-c2ccccc2Br)o1
 : 109.0	0.9
> Cc1onc(-c2ccc(Cl)cc2)c1-c1ccnc(SCC(=O)c2ccccc2)n1
 : 102.0	0.1
> CCN1CCSc2ccc(C(=O)NCc3ccccc3Br)cc21
 : 107.0	-1
> O=C(Nc1c(C(=O)N2CCN(c3ccccc3)CC2)oc2ccccc12)c1ccco1
 : 101.0	-1
> COCCCNC(=O)C1CCN(c2nc3ccc(C)cc3[nH]2)CC1
 : 109.0	0.3
> CCS(=O)(=O)c1nc2ccccc2n1Cc1ccccn1
 : 100.0	-0.5
> CCCNC(=O)C1CN(CC(=O)NC2CCCCC2)c2ccccc2O1 (stereo not given)
 : 98.0	-0.4
> O=C(Cn1ncc2c3ccccc3n(Cc3ccc(F)cc3)c2c1=O)NC1CCCCCC1
 : 106.0	-0.3
> Cn1ccnc1C(O)c1ccc(N)cc1 (stereo not given)
 : 104.0	0.6
> CCC(=O)N1c2ccc(S(=O)(=O)CCC(=O)Nc3ccc(Br)c(C)c3)cc2CC1C (stereo not given)
 : 111.0	0.7
> CCOc1ccc(-c2nonc2NC(=O)COc2ccccc2)cc1
 : 102.0	-0.1
> CCCCn1cnc2c(cnn2-c2ccc(F)cc2)c1=O
 : 104.0	0.7
> CCOC(=O)CCN(c1ccccc1)S(=O)(=O)c1cc(-c2cc(C)no2)ccc1C
 : 108.0	0.3
> CN(C)CC(=O)c1ccc2cc[nH]c2c1
 : 101.0	0.2
> O=C(Nc1c2c(nn1-c1ccccc1)CSC2)c1ccc(Cl)cc1
 : 100.0	-0.3
> COc1ccccc1Cc1nc2ccccc2nc1SCC(=O)N(C)c1ccc(F)cc1
 : 107.0	0.2
> Cc1nc2cc(-c3ccccc3)nn2c(C)c1CCC(=O)NCCc1ccccc1
 : 105.0	-0.1
> CCN(c1cccc(C)c1)C1C(=O)c2ccccc2N1C(C)=O (stereo not given)
 : 100.0	-1
> CC1=[N+]([O-])C(C)(C)C(c2ccc(C)o2)=[N+]1[O-]
 : 103.0	0.4
> CN(C)CCCn1c(N)c2c3c(sc2nc1=O)COC(C)(C)C3
 : 102.0	0.7
> CCCn1cnc2sc(C(=O)O)c(C)c2c1=O
 : 102.0	-0.1
> COc1ccc(OC(=O)c2cc(-c3ccc4c(c3)OCCO4)on2)cc1
 : 107.0	0
> NC(=O)c1ccccc1OCc1cn2cc(Cl)ccc2n1
 : 100.0	-0.3
> CCc1cccc(NC(=O)CSc2ncccc2C(=O)Oc2ccccc2Cl)c1
 : 109.0	-0.3
> COc1cccc2c1ncc1c(-c3ccc(C)cc3)nn(-c3ccc(F)cc3)c12
 : 102.0	-1.2
> O=C(c1ccc2c(c1)N(Cc1ccccc1F)C(=O)c1ccccc1S2(=O)=O)N1CCC(Cc2ccccc2)CC1
 : 103.0	-0.3

(cont.)
Results follow in this order: Polio RdRp inh	Polio RdRp inh FP z-score
> COc1ccccc1C(=O)NC1(C(F)(F)F)NC(=O)N(CCc2ccccc2)C1=O (stereo not given)
 : 107.0	0.3
> CC(=O)c1cccc(NC(=O)CSc2nc(=O)n(Cc3ccco3)c3c2CCC3)c1
 : 109.0	0.5
> CC1C=CC(C)C(C(=O)O)C1C(=O)O (stereo not given)
 : 99.0	-0.5
> CCCCC1CCC(C(=O)Nc2nonc2C)CC1 (stereo not given)
 : 103.0	0.3
> CC(=O)N1CCN(C(=O)CSc2nc(-c3ccccc3)c(-c3ccccc3)[nH]2)CC1
 : 103.0	-0.1
> O=S(=O)(c1cccc(C(F)(F)F)c1)N1CCC(N2CCCCC2)CC1
 : 105.0	1.1
> N=c1c2c(-c3ccccc3)c(-c3ccccc3)oc2ncn1CCN1CCOCC1
 : 101.0	0.5
> Cc1cc(C)cc(NC(=O)CSc2nc(=O)[nH]c3c2CCC3)c1
 : 111.0	1.2
> O=C(NCCN1CCN(c2nccc(C(F)(F)F)n2)CC1)c1ccc(Cl)cc1
 : 109.0	1.4
> COc1cc(S(=O)(=O)N2CCCCC2)ccc1N=Cc1c(C)[nH]n(-c2ccccc2)c1=O
 : 99.0	-0.2
> CCCOc1ccc(C(=O)Nc2ccc(NC(=O)c3cccs3)cc2)cc1
 : 100.0	-0.3
> CC1CCCCN1S(=O)(=O)c1ccc(NC(=O)CSc2nc3ccccc3o2)cc1 (stereo not given)
 : 105.0	0.7
> CCOC(=O)c1cc(-c2ccccc2)n(CCNC(=O)OC(C)(C)C)c1C
 : 107.0	0.8
> COc1ccccc1N(CC(=O)NCCSCc1ccc(Cl)cc1)S(C)(=O)=O
 : 106.0	0.3
> O=C(Cc1coc(-c2ccc(F)cc2)n1)Nc1ccccc1
 : 104.0	0.7
> CCCc1cc(=O)[nH]c(SC/C(O)=C(\C#N)c2nc3ccccc3[nH]2)n1
 : 109.0	0.8
> CCc1ccc(-c2nc(CN3CCCC(C(=O)N4CCN(c5cc(Cl)ccc5C)CC4)C3)c(C)o2)cc1 (stereo not given)
 : 108.0	0.3
> CC(=O)c1ccc(N2CCN(C3C(=O)c4ccccc4N3C(C)=O)CC2)cc1 (stereo not given)
 : 103.0	-0.9
> COc1ccccc1OC(=O)C1CC(=O)N(c2ccc(Cl)cc2)C1 (stereo not given)
 : 102.0	1.1
> Nc1ncc(S(=O)(=O)NCc2ccc(Cl)cc2)cn1
 : 106.0	-0.3
> Cc1ccc(OCCn2c(C(O)c3ccccc3)nc3ccccc32)cc1 (stereo not given)
 : 104.0	0.9
> O=C(Cc1cccs1)N1CCN(CCc2ccccc2)CC1
 : 99.0	-0.1
> Cc1cc(C)cc(NS(=O)(=O)c2ccc(-c3cc(C)no3)s2)c1
 : 107.0	0
> CSc1nnc2n(-c3cccc(C)c3)c(=O)c3c4c(sc3n12)CCCC4
 : 105.0	0.1
> Cc1ccc(NC(=O)C(=O)NCC(c2cccnc2)N2CCN(c3ccccc3F)CC2)cc1Cl (stereo not given)
 : 109.0	0.1
> CCc1nc(SC)ncc1C(=O)Nc1ccc(Cl)cc1C(=O)c1ccccc1
 : 109.0	0.6
> CN(Cc1ccccc1)C(=O)COC(=O)c1c2c(nc3ccccc13)CCC2
 : 102.0	0.2
> CC(C)(C)c1ccccc1OCC(=O)Nc1cccc2ccccc12
 : 100.0	-0.3
> CC(OC(=O)c1cc(S(=O)(=O)N2CCOCC2)ccc1F)C(N)=O (stereo not given)
 : 95.0	-0.5
> Cc1ccc(SCC(=O)Nc2cccc3nsnc23)c(C)c1
 : 99.0	-0.4
> CCOC(=O)Cn1c(CN2CCN(c3ccc(OC)cc3)CC2)nc2c1c(=O)[nH]c(=O)n2C
 : 101.0	-1.1
> CCN(CC)C(=O)c1cccc(NC(=O)c2cc(-c3ccco3)nc3ccccc23)c1
 : 106.0	0.4
> Cc1cc(/C=C(\C#N)C(=O)N2CCn3c2nc2ccccc23)c(C)n1-c1cccc(C(F)(F)F)c1
 : 103.0	0
> O=C(NC1CCCCC1)c1nc(-c2cccc(C(F)(F)F)c2)no1
 : 104.0	1
> CCCS(=O)(=O)Nc1cc2oc3ccccc3c2cc1OC
 : 106.0	0.6
> Cc1cc2nc(-c3cc(NC(=O)c4cc5ccccc5o4)ccc3Cl)oc2cc1C
 : 111.0	0.7
> COc1ccc(N2CCN(c3cc(C)nc4nc(-c5ccc(C)cc5)nn34)CC2)cc1
 : 107.0	-1.4
> COc1ccc2c(c1)c1c(c(=O)n(-c3cccc(Cl)c3)c(=O)n1CC(=O)N1CCCC1)n2C
 : 106.0	-0.4
> N#CNC1=NCN(CC2CCCO2)CN1 (stereo not given)
 : 98.0	-0.9
> CCOc1ccc(-c2cc3[nH]c(=O)n(-c4ccccc4C(F)(F)F)c(=O)c3s2)cc1
 : 104.0	0.9

A second format for part of the listing above:
O=C(NC1CCCCC1)c1nc(-c2cccc(C(F)(F)F)c2)no1
  Polio RdRp inh = 104.0	Polio RdRp inh FP z-score = 1

CCCS(=O)(=O)Nc1cc2oc3ccccc3c2cc1OC
  Polio RdRp inh = 106.0	Polio RdRp inh FP z-score = 0.6

Cc1cc2nc(-c3cc(NC(=O)c4cc5ccccc5o4)ccc3Cl)oc2cc1C
  Polio RdRp inh = 111.0	Polio RdRp inh FP z-score = 0.7

COc1ccc(N2CCN(c3cc(C)nc4nc(-c5ccc(C)cc5)nn34)CC2)cc1
  Polio RdRp inh = 107.0	Polio RdRp inh FP z-score = -1.4

The results go on.
Results follow in this order: Polio RdRp inh	Polio RdRp inh FP z-score
> CCOC(=O)Cc1nnc(C2CC(=O)N(c3ccccc3)C2)o1 (stereo not given)
 : 100.0	0
> CCOC(=O)C1=C(CN2CCN(c3ccccc3F)CC2)NC(=O)NC1c1ccc(OC)cc1 (stereo not given)
 : 107.0	-0.1
> COc1ccc(NC(=O)N2CCN(C3CCCCC3)CC2)c(OC)c1
 : 103.0	0.5
> O=C(NCC1(c2ccccc2)CCCC1)c1noc2c1COc1ccccc1-2
 : 106.0	1.1
> CCN(CC)C(=O)c1ccc[n+](CC(N)=O)c1
 : 103.0	0
> C=CCN1CC[C@]23c4c5ccc(O)c4O[C@H]2C(=O)CC[C@@]3(O)[C@H]1C5
 : 98.0	-0.4
> CCCNC(=O)N1CCN(c2ccc(Cl)c(Cl)c2)CC1
 : 100.0	-1
> Cc1ccc(S(=O)(=O)CCc2nc(S(=O)(=O)c3ccc(C)cc3)c(N(C)C)o2)cc1
 : 104.0	0.4
> CC(C)n1c(O)c(N=NC(=S)NCCN2CCOCC2)c2ccccc21
 : 105.0	0.3
> O=S(=O)(c1ccccc1)n1nc(-c2ccccc2)nc1NCc1cccs1
 : 99.0	-0.8
> CC(=O)c1cccc(NC(=O)c2ccc3c(c2)CCN3S(=O)(=O)c2ccccc2)c1
 : 102.0	-1
> CC(C)N(C(=O)c1ccc(C(=O)N2CCCCC2)cc1)C(C)C
 : 101.0	0.2
> O=C(CSc1ccc(Cl)cc1)N1CCc2c([nH]c3ccccc23)C1C(F)(F)F (stereo not given)
 : 103.0	0
> CCCC(=O)Nc1ccccc1C(=O)OCc1cc(=O)n2nc(C(C)C)sc2n1
 : 107.0	0.1
> CCOC(=O)c1ccc2c(c1)N(CC(=O)N(C)c1ccccc1)C(=O)c1ccccc1S2
 : 102.0	-1.2
> Cc1ccc(C)c(COc2ccc(C)nc2NC(=S)NCc2ccccc2)c1
 : 101.0	-0.5
> Cc1cc(C)[n+]2oc(C)cc2n1
 : 103.0	0.3
> CCC1Oc2ccc(C)cc2N(CC(=O)NCc2ccc(OC)cc2)C1=O (stereo not given)
 : 102.0	-0.2
> Cc1noc(C)c1S(=O)(=O)N1CCCN(C/C(O)=C(\C#N)c2nc3ccccc3[nH]2)CC1
 : 113.0	1.4
> Cc1ccc(C2=Nc3ccccc3N(CC(=O)NCc3ccc(F)cc3)C(=O)C2)cc1C
 : 109.0	0.6

Taken from above.
Polio RdRp inh FP z-score, COc1ccccc1OC(=O)C1CC(=O)N(c2ccc(Cl)cc2)C1 (stereo not given) is entered as 1.1
Polio RdRp inh, COc1ccc(N2CCN(c3cc(C)nc4nc(-c5ccc(C)cc5)nn34)CC2)cc1 is entered as 107.0

Further compounds follow:
Results follow in this order: Polio RdRp inh	Polio RdRp inh FP z-score
> Cc1n[nH]c(C)c1Cc1c(F)cccc1Cl
 : 104.0	0.1
> CSCC[C@@H]1NC(=O)[C@@H]2CCCN2C1=O
 : 103.0	0.6
> NNC(=O)CSCc1nc(-c2ccccc2)cs1
 : 102.0	0
> CC(C)CC1C(=O)N2CCC[C@H]2C2(O)O[C@](NC(=O)C3C=C4c5cccc6[nH]c(Br)c(c56)C[C@H]4N(C)C3)(C(C)C)C(=O)N12 (stereo not given in full)
 : 101.0	0.2
> N/C(=N\S(=O)(=O)c1ccc(Cl)cc1)c1ccccc1
 : 104.0	0
> NC(=O)C1CCN(C2CC(=O)N(Cc3ccc(F)cc3)C2=O)CC1 (stereo not given)
 : 101.0	-0.1
